# AHR activator – AHR activators, primary screen, cell-based, luminescence, luciferase reporter, human; Aryl hydrocarbon receptor (Homo sapiens), P35869; AHR-responsive luciferase reporter cells; activation, % at 5 µM; 320,000 tested, 2.5% active; AID 2796, 2010; in the data active = activation above about 47%;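 note: 0% = vehicle wells and 100% = reference agonist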
# CIT2-GFP yeast – modulators of CIT2-GFP expression in yeast, primary screen, S. cerevisiae, GFP fusion, multiplex flow cytometry, MLPCN library; S. cerevisiae CIT2-GFP strain, 3 h; 100 means same as DMSO wells; GFP response vs DMSO, % at 10 µM; 320,000 tested, 0.065% active;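 active = GFP response relative to DMSO above a set limit, near the screen mean plus 3 SD, cut at about 150% in these data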;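 note: ratio of well median GFP fluorescence to mean of DMSO wells on the plate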
# procasp7 counter – procaspase-7 activators, primary screen, counter-screen for procaspase-3 activator project, biochemical, absorbance, HTS, human; 330,000 tested, 0.093% active; activation, % at 8.5 µM; recombinant procaspase-7, Ac-DEVD-pNA absorbance 405 nm; D23A/D198A/D206A triple mutant, cannot self-cleave; scale: DMSO 0, 5 µM enzyme 100; Caspase-7 (Homo sapiens), P55210; AID 463210, 2010;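 active = percent activation above the screen-wide mean plus 3 SD, cut at about 25% in these data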
# Target sequence (P55210 whole entry D23A/D198A/D206A): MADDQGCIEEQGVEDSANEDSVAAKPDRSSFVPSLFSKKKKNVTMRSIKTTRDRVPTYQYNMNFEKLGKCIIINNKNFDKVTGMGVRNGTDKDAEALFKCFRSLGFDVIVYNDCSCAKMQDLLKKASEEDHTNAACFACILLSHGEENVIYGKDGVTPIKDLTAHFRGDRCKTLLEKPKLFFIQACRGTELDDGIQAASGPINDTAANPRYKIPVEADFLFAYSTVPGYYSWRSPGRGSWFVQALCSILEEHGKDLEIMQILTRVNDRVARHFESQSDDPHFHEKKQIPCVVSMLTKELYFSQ
#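 Assay system – Uncleavable procaspase-7 mutant enzyme · Quantity – 2 µM procaspase-7 mutant as dispensed · Times – 1 h preincubation, 2 h reaction · Dosing – single nominal 8.5 µM compound dose, 0.8% DMSO final · Buffer or medium – Zinc-free 50 mM HEPES buffer, pH 7.4, with NaCl and Triton X-100 · Detection – Epi-absorbance of released pNA at 405 nm, two timepoints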
# LAP4 TOR yeast – modulators of LAP4-GFP expression in yeast, primary screen, S. cerevisiae, multiplex flow cytometry, MLPCN library; AID 2023, 2009; 3 h; median GFP as percent of DMSO wells; 320,000 tested, 0.34% active; GFP response vs DMSO, % at 10 µM;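 active = GFP response vs DMSO above a set limit, about the screen mean plus 3 SD, cut at about 150% in these data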
# AGP1-GFP MLPCN – modulators of AGP1-GFP expression in yeast TOR pathway, primary screen, cell-based, multiplex flow cytometry, S. cerevisiae, MLPCN library | GFP response vs DMSO, % at 10 µM | 320,000 tested, 0.02% active | 3 h; GFP as percent of DMSO wells;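 active = GFP response relative to DMSO above a set limit, near screen average plus 3 SD, cut at about 150% in these data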;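 note: median GFP channel fluorescence of the gated AGP1 strain per well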
# RPL19A TOR yeast – RPL19A-GFP expression modulators in yeast, primary screen, cell-based, S. cerevisiae, multiplex flow cytometry, MLPCN. 330,000 tested, 0.3% active. S. cerevisiae RPL19A-GFP strain, 3 h; stronger effect = lower value. percent response vs DMSO, % at 10 µM;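 active = percent response vs DMSO below 50%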;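 note: median channel GFP fluorescence of the barcoded RPL19A-GFP strain; ratio of sample median GFP to plate DMSO average so 100% = DMSO; lower means less RPL19A-GFP as with rapamycin TOR inhibition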
# MEP2-GFP yeast – modulators of MEP2-GFP levels in yeast, primary screen, S. cerevisiae, multiplex flow cytometry, MLPCN library; S. cerevisiae MEP2-GFP strain, 3 h; 100% = DMSO control level; GFP response vs DMSO, % at 10 µM; 330,000 tested, 0.51% active;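 active = GFP response versus DMSO above a set limit, roughly screen mean plus 3 SD, cut at about 180% in these data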;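 note: median GFP fluorescence of the barcode-gated MEP2-GFP cells per well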
# proCasp3 act – activators of human procaspase-3 D3A mutant, primary screen, biochemical, absorbance, PC-3 D3A mutant, single concentration; AID 463141, 2010; recombinant procaspase-3 D3A, Ac-DEVD-pNA absorbance 405 nm; activation, % at 8.5 µM; Caspase-3 (Homo sapiens), P42574; 330,000 tested, 0.11% active;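 active = activation above the mean of all tested compounds plus 3 SD, cut at about 21% in these data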;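 note: 0% = DMSO alone and 100% = DMSO wells spiked with extra 5 µM PC-3 D3A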
# Target sequence (P42574 whole entry D9A/D28A/D175A): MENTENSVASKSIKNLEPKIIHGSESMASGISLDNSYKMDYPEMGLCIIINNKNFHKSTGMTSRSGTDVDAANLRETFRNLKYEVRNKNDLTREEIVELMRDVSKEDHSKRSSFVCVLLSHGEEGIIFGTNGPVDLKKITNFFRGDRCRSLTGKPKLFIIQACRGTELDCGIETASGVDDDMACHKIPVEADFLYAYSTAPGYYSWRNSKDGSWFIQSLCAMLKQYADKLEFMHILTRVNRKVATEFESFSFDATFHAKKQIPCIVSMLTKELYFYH
#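 Compound: 8.5 µM single point, 0.8% DMSO / Material: Autoprocessing-dead procaspase-3 D3A mutant enzyme / Timing: 1 h preincubation plus 2 h reaction at 25 °C / Medium: Zinc-free HEPES/NaCl buffer with 0.01% Triton X-100 at pH 7.4 / Technique: 405 nm absorbance of p-nitroaniline, reads at 0 and 120 min / Repeats: one well per compound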
# * hit, by the source's call; / = not tested or not shown. The order is random; about 3.5% have a hit in one of these screens.
Molecule,AHR activator,CIT2-GFP yeast,procasp7 counter,LAP4 TOR yeast,AGP1-GFP MLPCN,RPL19A TOR yeast,MEP2-GFP yeast,proCasp3 act
CCC(c1nnnn1Cc1ccc2c(c1)OCO2)N1CCN(c2ccc(OC)cc2)CC1 (configuration not stated),10,102,-18,90,92,98,107,-12
COc1ccc(OC)c(CCNC(=O)CN2C(=O)COc3ccc(S(=O)(=O)N4CCOCC4)cc32)c1,1,93,6,95,94,93,93,1
Cn1cccc1CC(=O)NNC(=S)NC(=O)c1ccc(F)cc1,8,96,-19,112,101,96,97,2
Cc1ccc(C(=O)Nc2ccc(NC(=O)c3cccs3)cc2)c(C)c1,-15,97,7,88,97,100,103,6
CS(=O)(=O)c1ccc(-c2nnc(NC(=O)C3=COCCO3)o2)cc1,1,89,-4,96,96,94,95,-6
COC(=O)CN1C(=S)N(c2ccc(F)cc2)C(=O)C1CC(=O)Nc1ccc(F)cc1 (configuration not stated),-1,100,-7,110,105,95,98,-9
CC(C)(C)c1ccc(C(=O)NC(=S)NCc2ccco2)cc1,15,91,-4,104,96,94,95,-7
CC1CN(S(=O)(=O)c2cccc(C(=O)NCCc3ccc(S(N)(=O)=O)cc3)c2)CC(C)O1 (configuration not stated),-1,97,13,107,101,101,95,9
O=C(Nc1ccccc1N1CCCC1)c1cccnc1Cl,6,93,4,93,93,93,99,11
CCOc1ncccc1C(=O)OCC(=O)Nc1c(C)cc(C)cc1C,-1,94,-2,106,96,97,106,3
O=C(Nc1ccc(Cl)c([N+](=O)[O-])c1)c1ccco1,-3,107,-16,90,96,103,107,8
N#Cc1ccccc1S(=O)(=O)N1CCN(C(=O)c2ccc(-n3cncn3)c([N+](=O)[O-])c2)CC1,-1,99,0,99,101,96,95,6
O=C(CN(C(=O)CCC(=O)Nc1nccs1)c1ccccc1F)NCc1ccc2c(c1)OCO2,4,99,2,91,96,98,109,-5
COC(=O)c1ccccc1NC(=O)CSc1n[nH]c(-c2cccnc2)n1,3,94,1,104,105,93,100,-5
Cc1cccc(Nc2nc(N)c([N+](=O)[O-])c(N3CCC(C)CC3)n2)c1,4,91,0,100,92,97,102,-11
COc1ccc(OC)c(NC(=O)C2CCCN2C(=O)OCc2ccccc2)c1 (configuration not stated),5,119,-8,99,108,102,115,12
O=C(O)CCCC(=O)Nc1ccc(C(=O)N2CCCCC2)cc1,-1,97,1,100,99,97,101,0
CCOc1cc(/C=N/NC(=O)c2c(-c3ccccc3)noc2C)ccc1O,5,108,-10,83,101,101,101,-5
COCc1[nH]nc2c1C(c1cc(OC)c(O)c(OC)c1)C(C#N)=C(N)O2 (configuration not stated),2,115,1,98,107,106,105,2
COC(=O)c1cnc(Nc2cc(C)ccc2OC)c2ccccc12,23,110,18,111,101,116,110,35*
COc1ccc(C(=O)COC(=O)c2cc3ccccc3oc2=O)c(OC)c1,0,100,7,111,109,103,104,9
CCCCN(C)CCNC(=S)Nc1ccc2nc(N3CCN(CC)CC3)cc(C)c2c1,-1,95,-3,107,99,98,102,0
CCOCCCNC(=O)Cc1c(C(=O)O)[nH]c2ccc(Cl)cc12,-3,98,1,99,103,102,104,-4
COc1ccc2cc(C(N)=O)/c(=N\NC(=O)c3ccccc3)oc2c1,12,96,6,87,99,101,100,5
NC(=O)c1ccccc1NC(=O)C(c1ccccc1)c1ccccc1,-2,86,-2,98,97,96,94,-2
CCOCCCN1C(=O)CN(C2CCCCC2)C(=O)C1c1ccc(OC)c(OC)c1 (configuration not stated),0,116,18,112,109,106,113,4
Cc1ccc(C(C(=O)Nc2ccc3c(c2)OCO3)N(C)C(=O)/C=C\c2ccc3c(c2)OCO3)cc1 (configuration not stated),14,94,-10,95,103,109,90,4
O=C(C[n+]1ccccc1)Nc1nc2ccccc2s1,18,101,5,100,96,104,116,1
Cc1ccc(C(=O)NCc2ccncc2)cc1S(=O)(=O)N1CCOCC1,2,/,13,84,102,109,105,6
CC(=O)Nc1ccc(S(=O)(=O)Nc2ccc(N3CCOCC3)cc2)cc1,0,106,-1,102,103,108,105,-1
Cc1ccc(NC(=O)NCC2CCN(Cc3cccc(Cl)c3)CC2)c(Cl)c1,1,101,4,113,102,100,102,1
Cc1ccc(NS(=O)(=O)c2ccc(C(=O)N3CCN(c4ncccn4)CC3)cc2)cc1,2,101,-2,109,101,109,96,-2
O=C(CC1C(=O)Nc2ccccc2N1CC(=O)N1CCCC1)Nc1ccc(Br)cc1 (configuration not stated),92*,105,-1,102,104,102,104,1
CCCCC(=O)Nc1nnc(C2=COCCO2)o1,-2,95,2,109,101,101,100,2
Cc1nn(-c2nc3ccccc3s2)c(C)c1Oc1ccccc1O,-2,102,1,107,108,104,99,6
Cc1cc(C)cc(N2C(=O)C3CCCN3C2=S)c1 (configuration not stated),1,107,-6,97,86,95,102,-4
C=CCOc1cccc(/C=N/NC(=O)C(OC)c2ccccc2)c1 (configuration not stated),5,106,-2,94,99,103,111,-1
CSc1ccccc1NC(=O)COC(=O)c1ccccc1Cc1ccccc1,9,90,9,116,102,87,104,8
O=C(Nc1cccc(-c2csc(Nc3ccc(Cl)cc3)n2)c1)c1cc([N+](=O)[O-])cc(C(F)(F)F)c1,56*,87,0,127,86,95,92,3
COC(=O)c1ccc(Oc2nc(N3CCCCC3)nc(N3CCOCC3)n2)cc1,-2,80,-2,82,84,116,94,3
Cc1cc(NC(=O)COC(=O)CCNS(=O)(=O)c2ccccc2)n(-c2ccccc2)n1,3,111,-1,109,93,89,100,8
CC(C)(C)c1ccc(C(=O)Nc2cccc3c(=O)[nH][nH]c(=O)c23)cc1,8,98,1,103,98,97,107,2
COC(=O)c1cccc(NC(=O)/C=C/c2ccc3c(c2)OCO3)c1,-9,98,6,123,106,94,108,-2
Cc1cccc(Cn2c(N(C)Cc3ccccc3)nc3c2c(=O)[nH]c(=O)n3C)c1,-3,101,9,104,110,101,104,3
Cn1cnnc1SCC(=O)Nc1ccc(F)cc1F,-1,93,4,111,104,97,94,3
COC(=O)CSc1ccccc1C(=O)OC,1,102,-9,95,101,99,99,-1
CCCCSc1nnc(-c2ccccc2NC(C)=O)c(=O)[nH]1,1,95,8,106,98,95,92,0
O=C(COC(=O)CNC(=O)c1ccco1)Nc1ccc(Cl)cn1,-1,100,3,98,104,98,98,4
CCOC(=O)CSc1nn(C)c(=S)s1,0,107,3,102,106,100,99,3
COc1ccc(NC(=O)CCCc2nnc3n(C)c(=O)c4sccc4n23)cc1,-4,109,3,97,103,100,98,8
COc1ccc(NC(=O)c2cccnc2Nc2ccc(OC)cc2)cc1,2,83,-2,103,90,95,98,3
O=C(CSc1nnc(-c2ccncc2)o1)Oc1ccccc1,-4,109,17,104,104,102,100,5
Cc1cc(OC(C)C(=O)N/N=C/CC(C)c2ccccc2)ccc1Cl (configuration not stated),20,94,1,100,108,105,114,-5
CCOC(=O)CNC(=O)c1cccnc1,-1,111,6,101,103,100,106,4
O=C(CCN1C(=O)c2ccccc2C1=O)Nc1cc(F)ccc1F,-6,102,-3,99,105,102,100,6
CCOc1ccc(C(CC(=O)O)NC(=O)Cc2ccccc2)cc1OC (configuration not stated),/,101,/,109,98,102,110,/
C=CCNc1nnc(SCC(=O)N2CCCCC2)c2ccccc12,19,107,-16,105,102,100,92,-11
COc1cccc(NC(=O)c2cc3cccc(OC)c3o/c2=N\O)c1,63*,97,-21,102,100,102,97,-17
Cc1ccccc1CSCC(=O)Nc1ccccc1F,0,91,10,108,93,100,107,-4
Cn1c(=O)n(C)c2cc(N3CCCCC3)c(NC(=O)c3ccccc3)cc21,3,98,2,101,99,99,107,-7

# Reprinted from the entries so far, 3 compounds:
Molecule,AHR activator,CIT2-GFP yeast,procasp7 counter,LAP4 TOR yeast,AGP1-GFP MLPCN,RPL19A TOR yeast,MEP2-GFP yeast,proCasp3 act
COC(=O)CSc1ccccc1C(=O)OC,1,102,-9,95,101,99,99,-1
CCCCSc1nnc(-c2ccccc2NC(C)=O)c(=O)[nH]1,1,95,8,106,98,95,92,0
O=C(COC(=O)CNC(=O)c1ccco1)Nc1ccc(Cl)cn1,-1,100,3,98,104,98,98,4

# Additional results:
Molecule,AHR activator,CIT2-GFP yeast,procasp7 counter,LAP4 TOR yeast,AGP1-GFP MLPCN,RPL19A TOR yeast,MEP2-GFP yeast,proCasp3 act
O=c1[nH]nc(SCc2nnc(-c3ccc([N+](=O)[O-])cc3)o2)n1C1CCCCC1,-3,99,8,115,107,100,112,-5
O=C(c1ccco1)N1CCN(C(=O)c2nn3cccnc3c2Cl)CC1,1,102,3,108,106,103,106,-5
COc1cc(C(=S)N2CCOCC2)ccc1OC(=O)c1cc([N+](=O)[O-])cc([N+](=O)[O-])c1,2,95,-12,89,92,97,91,-6
C=CCN(c1ccccc1)S(=O)(=O)c1cccc(C(=O)OCC(=O)NCCOC)c1,4,100,-5,100,98,105,103,-6
C(/C=C/c1ccco1)=N/N1CCN(c2ccccc2)CC1,11,86,-1,99,82,93,95,-3
Fc1ccc(CSc2nc3ncc(Br)cc3[nH]2)cc1,23,91,11,102,95,97,98,2
COc1ccc(-c2nn(-c3ccccc3)cc2C(=O)Nc2nc(CC(C)=O)ns2)cc1,7,104,-1,112,105,94,100,-2
COc1ccc(Nc2nc(N3CCCCC3)c3ccccc3n2)cc1,18,107,-3,100,107,103,102,3
O=C(c1ccc(Cl)c(S(=O)(=O)N2CCCC2)c1)N1CCN(c2ncccn2)CC1,4,96,4,101,100,97,98,1
c1ccc2cc(OCCN3CCCC3)ccc2c1,1,97,2,94,95,97,94,5
CCCCOc1ccccc1NC(=O)c1ccc(=O)[nH]c1,1,96,2,99,100,101,89,0
CN(CCNC(=O)C1CCN(S(=O)(=O)c2cnc[nH]2)CC1)Cc1ccccc1,0,85,-6,99,102,99,104,2
CN(C)/C=C/C(=O)/C=C/c1ccc(Cl)cc1,2,107,3,102,91,98,99,-5
COC(=O)CSc1nc2ncc(Cl)cc2[nH]1,2,94,-6,96,99,97,100,-6
Cc1ccc(C)c(N2C(=O)CC(Cc3ccccc3)C2=O)c1 (configuration not stated),-1,95,6,90,97,99,89,15
CCn1cnc2c(NCCc3cccnc3)nc(C#N)nc21,71*,94,0,87,91,96,97,1
O=C(Nc1ccccc1Oc1cccnc1)C1CCCN(Cc2ccc(F)cc2)C1 (configuration not stated),16,92,-7,89,99,105,94,8
CC(=O)Nc1ccc(NC(=O)COc2ccc(S(=O)(=O)N3CCCC3)cc2)cc1,1,106,5,91,106,102,106,6
